# procasp7 counter = counter-screen for procaspase-3 activators: activators of human procaspase-7; recombinant procaspase-7, Ac-DEVD-pNA absorbance 405 nm; D23A/D198A/D206A triple mutant, cannot self-cleave; scale: DMSO 0, 5 µM enzyme 100; activation, % at 8.5 µM; 0.093% of 330,000 active; AID 463210;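 active means percent activation above the screen-wide mean plus 3 SD, cut at about 25% in these data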
#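 Material: Procaspase-7 triple mutant (PC-7 D3A) | Quantity: 2 µM procaspase-7 mutant as dispensed | Reagent: DEVD-pNA substrate | Times: 1 h preincubation, 2 h reaction | Technique: 405 nm absorbance of p-nitroaniline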
# RPL19A-GFP yeast = modulators of TOR pathway RPL19A-GFP in S. cerevisiae. percent response vs DMSO, % at 10 µM. S. cerevisiae RPL19A-GFP strain, flow cytometry, 3 h; active compounds read low. 0.3% of 330,000 active. AID 2025;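 active means percent response vs DMSO below 50%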;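 further: median channel GFP fluorescence of the barcoded RPL19A-GFP strain; ratio of sample median GFP to plate DMSO average so 100% = DMSO; lower means less RPL19A-GFP as with rapamycin TOR inhibition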
# ZTA DNA inh = blocks Epstein-Barr virus ZTA, an EBNA-1 counter-screen. P03206. ZTA-DNA binding, fluorescence polarization. inhibition, % at 11 µM. 0.15% of 320,000 active; in the data active means inhibition above about 33%
# EBNA-1 inh = blocks EBNA-1 binding to DNA | EBNA-1 DNA binding, fluorescence polarization | inhibition, % at 14.8 µM | 0.34% of 300,000 active; in the data active means inhibition above about 28%
# LAP4-GFP MLPCN = yeast TOR pathway LAP4-GFP modulation; 0.34% of 320,000 active; AID 2023; GFP response vs DMSO, % at 10 µM; S. cerevisiae LAP4-GFP multiplex, flow cytometry GFP, 3 h; median GFP as percent of DMSO wells;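 active means GFP response vs DMSO above a set limit, about the screen mean plus 3 SD, cut at about 150% in these data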
# proCasp3 act = procaspase-3 (human) activation. recombinant procaspase-3 D3A, Ac-DEVD-pNA absorbance 405 nm. 0.11% of 330,000 active. P42574. AID 463141. activation, % at 8.5 µM;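 active means activation above the mean of all tested compounds plus 3 SD, cut at about 21% in these data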;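 further: 0% = DMSO alone and 100% = DMSO wells spiked with extra 5 µM PC-3 D3A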
#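 assay system = Procaspase-3 D3A mutant | signal = absorbance at 405 nm, 0 and 120 min | times = 1 h preincubation plus 2 h reaction at 25 °C | repeats = single replicate | read-out = % activation between DMSO and enzyme-spiked controls | medium = Zinc-free HEPES saline buffer with Triton X-100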
# AHR activator = activators of human aryl hydrocarbon receptor; P35869; activation, % at 5 µM; AHR-responsive luciferase reporter cells, luminescence; 2.5% of 320,000 active; in the data active means activation above about 47%;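 further: 0% = vehicle wells and 100% = reference agonist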
# MEP2-GFP yeast = alters MEP2-GFP fluorescence in TOR pathway yeast screen; 0.51% of 330,000 active; GFP response vs DMSO, % at 10 µM; S. cerevisiae MEP2-GFP strain, flow cytometry GFP, 3 h; 100% = DMSO control level;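 active means GFP response versus DMSO above a set limit, roughly screen mean plus 3 SD, cut at about 180% in these data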;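 further: median GFP fluorescence of the barcode-gated MEP2-GFP cells per well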
# * = called active by the depositor; · = no result given; [ ] = dose if it differs, or a comment.
SMILES	procasp7 counter	RPL19A-GFP yeast	ZTA DNA inh	EBNA-1 inh	LAP4-GFP MLPCN	proCasp3 act	AHR activator	MEP2-GFP yeast
CCOc1ccc(NC(=O)CCS(=O)(=O)c2ccc(Br)cc2)cc1	-3	104	-2	4	97	-3	-1	105
O=C(COC(=O)c1ccccn1)NCCc1ccc(Cl)cc1	10	100	·	·	105	1	45	105
CC(C)C(=O)Nc1ccc(-c2csc(-c3ccccc3)n2)cc1	3	96	-7	16	96	1	-3	101
CC(=O)OCCCN(C)CC/C=C1/c2ccccc2CSc2ccccc21	-2	98	-1	3	107	11	2	102
CNC(=O)c1c(C)nc(SCC(=O)NCc2ccc(OC)cc2)c(C#N)c1-c1ccco1	1	105	-9	-6	96	7	2	103
COc1ccc(S(=O)(=O)NCCCn2ccnc2)cc1Cl	-2	104	-6	3	101	0	5	107
CCCc1nc(SCC(=O)Nc2ccc(S(=O)(=O)N(C)C)cc2)c2ccccc2n1	-7	104	11	16	96	-5	0	100
Cc1cccc(NC(=S)N2CCC(NC(=O)C3CCCCC3)CC2)c1	-3	102	-18	-6	102	12	0	102
Cc1cc(C)cc(Oc2ccc(NC(=O)C3CC=CCC3C(=O)O)cc2)c1 (stereo not given)	-4	103	0	-3	94	5	2	103
CN(C)c1ccc(-n2cc3c(=O)n(C)c(=O)n(C)c3c2)cc1	-8	101	1	3	110	4	12	101
CCn1c(CCNC(=O)c2ccc(OC)c(OC)c2)nc2ccccc21	7	102	-6	-8	99	12	11	103
N#Cc1c(NC(=O)c2ccc(Cn3cc(Br)cn3)o2)sc2c1CCCCC2	0	95	16	-4	123	-2	48*	102
CC1CCN(c2ccc([N+](=O)[O-])cc2C(=O)NCC2CCCO2)CC1 (stereo not given)	-13	97	14	3	101	-7	-1	106
CSc1nc2ccccc2n1CC(=O)Nc1ccccc1	12	51[may fluoresce violet]	13	12	80[may fluoresce violet]	-4	0	161[may fluoresce violet]
Cc1nc2sc(C)c(C)c2c(=O)o1	-7	99	-3	6	85	-9	6	89
O=C(CN1CCN(Cc2ccccc2)C1=O)NCc1cccs1	7	102	5	2	105	-7	-1	99
CCC(=O)/C=C1/Sc2ccccc2N1CC	-25	102	6	-3	116	-21	32	104
CCc1ccc(OCCCC(=O)Nc2cccc(C(=O)O)c2)cc1	-8	99	-5	-13	99	-2	1	94
CCC(=O)N1CCC(C(N)=O)(N2CCCCC2)CC1	2	61	-3	-10	96	-1	-2	129
CCC1CCCCN1C(=S)NC1CCCCC1 (stereo not given)	-11	106	23	0	88	7	2	101

# Other structures
SMILES	procasp7 counter	RPL19A-GFP yeast	ZTA DNA inh	EBNA-1 inh	LAP4-GFP MLPCN	proCasp3 act	AHR activator	MEP2-GFP yeast
COc1ccc2[nH]c(=O)c(CN(C(=O)c3cccnc3)c3ccc(C)cc3)cc2c1	0	105	-1	-3	108	-3	5	107
CCOC(=O)C(CC)Sc1nnc2cc(C)c3ccccc3n12 (stereo not given)	9	112	4	10	110	1	0	106
CCOC(=O)c1c(C)[nH]c(C(=O)/C(C#N)=C/c2ccc(OC)c(OC)c2)c1C	-5	109	3	-4	86	7	2	108
COc1ccc(NC(=O)CN2CCN(c3ccccc3C)CC2)cc1	-4	97	6	5	85	13	0	101
Cc1csc2nc(O)c(C(=O)NC3CCCCC3C)c(=O)n12 (stereo not given)	12	95	12	-14	87	-2	5	97
Cc1cc(C)c(S(=O)(=O)c2ccccc2C)c(SCC(C)C)n1	3	100	-1	-10	93	4	9	103
CCn1c(-c2nn(-c3ccccc3)ccc2=O)n[nH]c1=S	-9	102	-16	17	95	-4	-3	110
N#Cc1c(NC(=O)C2CC(Cl)=CCC2C(=O)O)sc2c1CCCC2 (stereo not given)	6	95	-1	5	102	-10	2	106
Fc1cc(F)cc(-c2oncc2-c2nnnn2-c2ccccc2)c1	-2	103	-4	-7	86	7	-1	98
CC(C)c1ccc(NC(=O)C(c2ccccc2)N2CCN(C=O)CC2)cc1 (stereo not given)	7	103	16	5	105	-1	0	99
COc1cc2[nH]cc(C(=O)NCc3cccs3)c(=O)c2cc1OC	14	104	5	1	96	3	40	106
O=S(=O)(NCCS(=O)(=O)N1CCN(c2ccccc2)CC1)c1ccccc1	2	97	-7	-7	95	-6	2	98
CCc1ccccc1NC(=S)N(Cc1ccc(OC)cc1)CC1CCC(C(=O)O)CC1 (stereo not given)	7	94	9	-1	102	-11	0	74
COc1ccc(/C=C/C(=O)NC(=S)N2CCN(c3ccccc3OC)CC2)cc1	6	101	-8	9	103	8	3	100
N#Cc1cccc(C(=O)Nc2ccc(S(=O)(=O)Nc3nccs3)cc2)c1	-9	102	·	·	93	3	1	97
CC(C)(C)c1ccc(/C=C2\Oc3cc(O)ccc3C2=O)cc1	2	107	0	7	95	5	2	105
C=CCn1c(COc2ccc(OC)cc2)nnc1SCn1nnc2ccccc2c1=O	0	107	-6	9	100	-5	4	114
Oc1ccc(-c2csc(-c3cccnc3)n2)cc1O	-32	98	10	-8	97	-16	5	97
CC(C)(C)n1ncc2c(=O)n(Cc3cccc(Cl)c3)cnc21	5	96	0	4	103	0	4	104
CCOC(=O)CSc1nnc(-c2nnc(SCC(=O)OCC)n2CC)n1CC	-7	102	7	-6	109	5	1	105

# Ordered by the number under EBNA-1 inh (rising): some entries from above
compound	EBNA-1 inh
Cc1cc(C)cc(Oc2ccc(NC(=O)C3CC=CCC3C(=O)O)cc2)c1 (stereo not given)	-3
COc1cc2[nH]cc(C(=O)NCc3cccs3)c(=O)c2cc1OC	1
COc1ccc(S(=O)(=O)NCCCn2ccnc2)cc1Cl	3

# Next structures
SMILES	procasp7 counter	RPL19A-GFP yeast	ZTA DNA inh	EBNA-1 inh	LAP4-GFP MLPCN	proCasp3 act	AHR activator	MEP2-GFP yeast
COc1ccc(NC(=O)CSc2nc(N)c(NC(=O)c3ccccc3F)c(=O)[nH]2)cc1	3	99	1	14	107	2	0	112
Clc1ccccc1CN1CCSCC1	-3	107	-2	-5	98	2	1	108
O=C(CC12CC3CC(CC(C3)C1)C2)NC(=S)Nc1ccc(CN2CCOCC2)cc1	1	95	-6	-11	98	2	5	100
Cc1ccc(S(=O)(=O)CC(=O)N2CCN(c3cccc(C(F)(F)F)c3)CC2)cc1	4	106	6	2	92	-1	-1	107
CC(Oc1ccc2ccc(=O)oc2c1)C(=O)NC1CC(C)(C)NC(C)(C)C1 (stereo not given)	-8	96	-4	-11	98	4	0	87
CC(=O)c1ccc(N2CCN(S(=O)(=O)c3ccc(-c4cnc(C5CC5)o4)cc3)CC2)cc1	2	95	3	6	91	3	0	106
CC1(C)CC(=O)C=C(NC2CCCCCC2)C1	0	103	1	0	105	1	-1	102
COc1ccc(CNC(=O)C2CCCN(S(=O)(=O)c3cc(C)ccc3OC)C2)cc1 (stereo not given)	5	99	2	1	99	2	0	106
Cc1cccc(-c2cc3nc(C)cc(N4CC(C)CC(C)C4)n3n2)c1 (stereo not given)	7	101	3	8	103	-6	6	101
Cc1nonc1NC(=O)CSc1ccccn1	-7	104	22	3	95	11	0	103
O=c1c2c(-c3cccs3)csc2[nH]c(=S)n1-c1ccccc1	-11	99	-1	2	106	-5	13	98
O=C(COc1ccc(Br)cc1Cl)N1CCN(c2ncccn2)CC1	-2	96	8	·	96	5	-1	101
COCCCN=Cc1c(C)[nH]n(-c2ccc(Br)cc2Br)c1=O	5	100	2	-8	101	5	-1	103
Cn1c(SCCC#N)nnc1-c1ccccc1F	7	101	2	1	104	2	0	100
CCOC(=O)C(NC(=O)c1cccc(Cl)c1)(OCc1ccccc1)C(F)(F)F (stereo not given)	6	103	-1	2	92	5	-1	98
COCCNc1nc(-c2ccc(OC)cc2)c(-c2ccc(OC)cc2)s1	-6	91	2	1	114	13	0	99
COc1ccc(OC)c(NC(=O)CN2CCC(C(=O)c3ccc(C)cc3)CC2)c1	1	95	-2	-2	103	-1	0	100
Cc1ccc(C(=O)OCC2OC3OC(C)(C)OC3C2O)cc1 (stereo not given)	3	102	-18	2	114	7	-4	148
Cn1cccc1C(=S)N1CCOCC1	4	105	-1	0	94	-4	3	105
Cc1nn(CC(=O)NCc2ccc(-n3cccn3)cc2)c(C)c1[N+](=O)[O-]	-1	106	5	7	91	1	10	107

# 18 consecutive records from above:
SMILES	procasp7 counter	RPL19A-GFP yeast	ZTA DNA inh	EBNA-1 inh	LAP4-GFP MLPCN	proCasp3 act	AHR activator	MEP2-GFP yeast
COc1ccc(NC(=O)CSc2nc(N)c(NC(=O)c3ccccc3F)c(=O)[nH]2)cc1	3	99	1	14	107	2	0	112
Clc1ccccc1CN1CCSCC1	-3	107	-2	-5	98	2	1	108
O=C(CC12CC3CC(CC(C3)C1)C2)NC(=S)Nc1ccc(CN2CCOCC2)cc1	1	95	-6	-11	98	2	5	100
Cc1ccc(S(=O)(=O)CC(=O)N2CCN(c3cccc(C(F)(F)F)c3)CC2)cc1	4	106	6	2	92	-1	-1	107
CC(Oc1ccc2ccc(=O)oc2c1)C(=O)NC1CC(C)(C)NC(C)(C)C1 (stereo not given)	-8	96	-4	-11	98	4	0	87
CC(=O)c1ccc(N2CCN(S(=O)(=O)c3ccc(-c4cnc(C5CC5)o4)cc3)CC2)cc1	2	95	3	6	91	3	0	106
CC1(C)CC(=O)C=C(NC2CCCCCC2)C1	0	103	1	0	105	1	-1	102
COc1ccc(CNC(=O)C2CCCN(S(=O)(=O)c3cc(C)ccc3OC)C2)cc1 (stereo not given)	5	99	2	1	99	2	0	106
Cc1cccc(-c2cc3nc(C)cc(N4CC(C)CC(C)C4)n3n2)c1 (stereo not given)	7	101	3	8	103	-6	6	101
Cc1nonc1NC(=O)CSc1ccccn1	-7	104	22	3	95	11	0	103
O=c1c2c(-c3cccs3)csc2[nH]c(=S)n1-c1ccccc1	-11	99	-1	2	106	-5	13	98
O=C(COc1ccc(Br)cc1Cl)N1CCN(c2ncccn2)CC1	-2	96	8	·	96	5	-1	101
COCCCN=Cc1c(C)[nH]n(-c2ccc(Br)cc2Br)c1=O	5	100	2	-8	101	5	-1	103
Cn1c(SCCC#N)nnc1-c1ccccc1F	7	101	2	1	104	2	0	100
CCOC(=O)C(NC(=O)c1cccc(Cl)c1)(OCc1ccccc1)C(F)(F)F (stereo not given)	6	103	-1	2	92	5	-1	98
COCCNc1nc(-c2ccc(OC)cc2)c(-c2ccc(OC)cc2)s1	-6	91	2	1	114	13	0	99
COc1ccc(OC)c(NC(=O)CN2CCC(C(=O)c3ccc(C)cc3)CC2)c1	1	95	-2	-2	103	-1	0	100
Cc1ccc(C(=O)OCC2OC3OC(C)(C)OC3C2O)cc1 (stereo not given)	3	102	-18	2	114	7	-4	148

# New compounds follow
SMILES	procasp7 counter	RPL19A-GFP yeast	ZTA DNA inh	EBNA-1 inh	LAP4-GFP MLPCN	proCasp3 act	AHR activator	MEP2-GFP yeast
CC(=O)Nc1ccc(Oc2ccc(NC(C)=O)c(NC(C)=O)c2)cc1	-5	115	2	-13	109	5	6	127
C/C(N)=C(/C#N)C(=O)CSc1nc2scc(-c3ccccc3)c2c(=O)n1C	4	97	17	-14	102	3	5	100
Cc1cc(Nc2cc(Cl)cc(Cl)c2)nc(N)n1	-1	94	5	10	107	15	20	91
C/C(CS(=O)(=O)c1ccc(Cl)cc1)=N/NC(N)=S	6	98	-22	-2	97	-3	3	97
CC1CCC(NC(=O)CN2C(=O)C3CC=CCC3C2=O)CC1 (stereo not given)	1	107	8	·	107	0	1	109
CN(C)S(=O)(=O)c1cccc(NC(=S)N/N=C/c2ccco2)c1	-4	103	3	6	109	-2	12	104
CN1CCN(CC(=O)Nc2ccc(OC(F)(F)F)cc2)CC1	-7	109	-16	-8	91	6	3	105

# Assay outcomes from PubChem.
